Assay outcomes as filed in PubChem BioAssay.
GLA spleen mod – qHTS Assay for Inhibitors and Activators of Human alpha-Galactosidase From Spleen Homogenate; actives 0.008% (n = 240,000); Potency, µM (series often up to 80 µM), inactives show at the highest dose activity change, negative = inhibition, actives largely listed as inhibitors; human spleen homogenate, 4MU-alpha-Gal fluorescence, 40 min;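 further: 0% = enzyme with vehicle and -100% = no enzyme basal signal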
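qHTS titration in buffer at pH 5.0. Alpha-galactosidase activity in spleen homogenate was measured via 4-methylumbelliferone release from 1 mM fluorogenic substrate after 40 min at 37C and a pH 10 stop. AC50 came from Hill fits of control-normalized data.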
TRb SRC2 PPI – qHTS for Inhibitors of the Interaction of Thyroid Hormone Receptor and Steroid Receptor Coregulator 2. Thyroid hormone receptor beta (Homo sapiens), P10828. TRbeta-SRC2 peptide binding, fluorescence polarization; receptor liganded with 1 µM T3. Potency, µM (series often up to 106 µM), inactives show top-dose activity change, negative = inhibition, hits mostly inhibitors. actives 0.065% (n = 280,000). AID 1469, 2008;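 further: plate controls were bound peptide for no effect and peptide without receptor for full effect; nearly all actives have a fitted effect of over 50% in size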
Target sequence (P10828 whole entry, looked up): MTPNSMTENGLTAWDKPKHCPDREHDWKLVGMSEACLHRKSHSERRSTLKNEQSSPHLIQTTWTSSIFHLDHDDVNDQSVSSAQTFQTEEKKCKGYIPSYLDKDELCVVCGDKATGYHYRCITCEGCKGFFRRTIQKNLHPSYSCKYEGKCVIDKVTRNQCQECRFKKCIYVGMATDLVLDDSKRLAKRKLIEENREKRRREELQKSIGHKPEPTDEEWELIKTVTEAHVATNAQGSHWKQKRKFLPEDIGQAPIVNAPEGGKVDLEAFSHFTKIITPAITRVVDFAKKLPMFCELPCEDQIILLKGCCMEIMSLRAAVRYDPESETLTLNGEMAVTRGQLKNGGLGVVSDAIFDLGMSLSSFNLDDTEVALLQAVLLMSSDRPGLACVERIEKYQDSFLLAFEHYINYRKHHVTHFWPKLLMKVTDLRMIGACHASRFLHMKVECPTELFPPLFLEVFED
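Binding of a 20-amino-acid Texas Red SRC2 peptide (20 nM) to TRb ligand-binding domain (0.6 uM) with agonist T3 at 1 uM was followed by fluorescence polarization after a 5 hr room-temperature incubation.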
L3MBTL1 inh – qHTS Assay for the Inhibitors of L3MBTL1. Potency, µM (titrated, usually from 57.1 µM), for the others: at the top dose activity, negative = inhibition, usual class: inhibitors. AID 485360, 2010. Lethal(3)malignant brain tumor-like protein 1 (Homo sapiens), Q9Y468. AlphaScreen L3MBTL1–H3K9me1 peptide binding. actives 0.66% (n = 230,000); further: nearly all actives have a fitted effect of over 60% in size
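Read-out is AlphaScreen signal from streptavidin donor and nickel chelate acceptor beads (10 ug/mL final each) bridging L3MBTL1 (50 nM) and biotinylated K9-monomethylated H3(1-15) peptide (75 nM), after 30 min compound exposure at room temperature.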
TR SRC2 fluor cs – Total Fluorescence Counterscreen for Inhibitors of the Interaction of Thyroid Hormone Receptor and Steroid Receptor Coregulator 2 | AID 1479, 2009 | actives 0.29% (n = 280,000) | Potency, µM (highest dose often 106 µM), without a hit: at the top dose fluorescence change, negative = quenching | TRb/SRC2 Texas Red total fluorescence interference; active means well fitted curve in either direction with a large enough effect; inconclusive means small, poorly fitted or top-dose-only effect
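Human TRb ligand-binding domain at 0.6 uM with 20 nM Texas Red SRC2 peptide in Tris buffer containing 1 uM T3 and 5% DMSO, incubated with compound 5 h at ambient temperature. Total fluorescence (555/632 nm) calculated as parallel + 2 × perpendicular.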
Tau fibril ThT – qHTS for Inhibitors of Tau Fibril Formation, Thioflavin T Binding | Microtubule-associated protein tau (Homo sapiens), P10636 | recombinant tau K18 P301L, heparin-induced fibrillization, ThT fluorescence | Potency, µM (series often up to 57.4 µM), without a hit: at the top dose activity, negative = inhibition, most hits filed as inhibitors | actives 2.1% (n = 270,000) | AID 1460, 2008; further: nearly all actives have a fitted effect of over 55% in size
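Aggregation was driven by heparin (20 uM final) acting on recombinant tau […] bearing P301L in 100 mM sodium acetate pH 7; fibrils were detected with Thioflavin T.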
Tau FP inhib – qHTS for Inhibitors of Tau Fibril Formation, Fluorescence Polarization. Microtubule-associated protein tau (Homo sapiens), P10636. K18 P301L tau heparin fibrillization, Alexa594 FP, 6 h. Potency, µM (doses to about 57.7 µM), without a hit: at the top dose activity, negative = inhibition, hits mostly inhibitors. actives 0.39% (n = 280,000); further: nearly all actives have a fitted effect of over 55% in size
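FP of Alexa 594-tau after heparin (20 uM) induction. Substrate: human K18 P301L, 15 uM unlabeled, 0.24 uM labeled. Buffer 100 mM sodium acetate pH 7. 6 hr, 37 C.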
Tau fluor counter – Counterscreen qHTS for Inhibitors of Tau Fibril Formation, Fluorescence Polarization; tau K18 P301L (four-repeat tau fragment) Alexa594 fluorescence, heparin fibrillization; Potency, µM (highest dose often 57.7 µM), for the others: at the top dose activity change, negative = decrease; actives 0.93% (n = 280,000); further: nearly all actives have a fitted effect of over 55% in size
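Human K18 P301L tau (15 uM unlabeled plus 0.24 uM Alexa 594-labeled, final) in 100 mM sodium acetate pH 7 was mixed with compound and 20 uM heparin and incubated 6 hr at 37 C.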
ALDH1A1 block – qHTS Assay for Inhibitors of Aldehyde Dehydrogenase 1 (ALDH1A1) | Potency, µM (titrated, usually from 75.3 µM), for inactives: top-dose activity, negative = inhibition, actives largely listed as inhibitors | actives 7.3% (n = 220,000) | AID 1030, 2008 | Aldehyde dehydrogenase 1A1 (Homo sapiens), P00352 | Purified ALDH1A1, NADH fluorescence, propionaldehyde substrate; active means well fitted inhibition curve with a large enough effect, not every such curve was filed as active; inconclusive means small, poorly fitted or top-dose-only effect, or another doubt; inactive means no such curve, though single readings can be large or run the other way;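 further: plate controls were no enzyme wells and a reference inhibitor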
Target sequence (P00352 whole entry, looked up): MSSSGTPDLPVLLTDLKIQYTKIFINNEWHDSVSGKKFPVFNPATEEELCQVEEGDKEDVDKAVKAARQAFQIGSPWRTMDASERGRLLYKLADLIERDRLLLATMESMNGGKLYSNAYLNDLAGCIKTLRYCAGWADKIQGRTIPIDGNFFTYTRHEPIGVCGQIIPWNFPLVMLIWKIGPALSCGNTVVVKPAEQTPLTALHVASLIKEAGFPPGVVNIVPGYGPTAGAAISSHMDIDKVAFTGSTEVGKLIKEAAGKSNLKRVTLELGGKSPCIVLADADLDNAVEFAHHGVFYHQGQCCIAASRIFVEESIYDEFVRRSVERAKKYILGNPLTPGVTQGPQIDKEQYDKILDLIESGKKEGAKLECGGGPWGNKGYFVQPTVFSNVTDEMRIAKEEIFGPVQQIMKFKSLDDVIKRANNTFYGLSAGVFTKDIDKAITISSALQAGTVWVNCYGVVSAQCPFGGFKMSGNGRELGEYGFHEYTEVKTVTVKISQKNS
Starred values were filed as active, the others as inactive; ? = inconclusive; nt = not tested or not shown; [ ] = dose if it differs, or a comment. Unless noted, the call rests on the fitted dose curve; in most records, active means well fitted curve in the direction sought with a large enough effect; inconclusive means small, poorly fitted or top-dose-only effect, or another doubt; inactive means no such curve, though single readings can be large; an effect the other way counts as inactive or inconclusive. Unless noted, on the % scale 0 is the no-effect control and ±100 the full control effect; potency means the concentration at half of the fitted maximal effect.

SMILES	GLA spleen mod	TRb SRC2 PPI	L3MBTL1 inh	TR SRC2 fluor cs	Tau fibril ThT	Tau FP inhib	Tau fluor counter	ALDH1A1 block
Cc1cccc(-n2ncc(C(=O)N3CCN(c4ccc(Cl)cc4)CC3)c2C2CCN(C(=O)OC(C)(C)C)CC2)c1	nt	-2.0%	nt	1.9%	?	4.2%	-17.5%	nt
CCCNC(=O)N1CCN(c2nc(C(C)C)c3c(c2C#N)CC(C)(C)OC3)CC1	1.4%	1.8%	nt	-1.6%	-12.7%	3.9%	-7.6%	343.6%[activator]
O=C(CSCc1nc2ccccc2[nH]1)Nc1ccc(Oc2ccccc2)cc1	0.6%	1.9%	-10.8%	0.5%	-9.2%	?	?	?
CCOc1ccccc1N1C(=O)c2ccc(C(=O)O)cc2C1=O	9.5%	-7.3%	7.0%	1.2%	-3.7%	6.9%	-0.3%	10.6%
COc1cc(C2=NOC(C(=O)Nc3cc(C)on3)C2)cc(OC)c1OC (centres undefined)	-4.4%	-5.8%	0.3%	-1.7%	-5.5%	-5.2%	-7.8%	nt
CCOC(=O)c1sc(N(C)C)nc1-c1ccccc1	7.8%	-14.7%	1.7%	-1.7%	2.1%	-2.4%	1.8%	?
Cc1ccc(C2=NC(c3ccc(F)cc3)=Nc3ccc(C)cc3N2)cc1	nt	-1.3%	nt	0.5%	3.1%	-11.9%	-8.0%	nt
COc1ccc(NC(=O)CCCC2=NS(=O)(=O)c3ccccc3N2)cc1	-2.6%	3.8%	-2.4%	-0.6%	2.9%	4.0%	0.0%	8.8%
O=C1CCCN1CCCNc1ncnc2sccc12	6.0%	-5.8%	4.0%	-2.0%	9.4%	-3.0%	9.4%	13.0%
CC1Oc2ccccc2N(CC(=O)NCc2ccc3c(c2)OCO3)C1=O (centres undefined)	-1.4%	-3.2%	0.6%	-6.3%	1.5%	7.5%	6.4%	8.6%
Cn1sc(NC(=O)c2ccc(Cl)cc2)nc1=O	0.5%	-6.8%	11.5%	-0.2%	15.4%	1.3%	1.8%	22.4µM*
Cc1cc(C)c(C)c(OCc2nc(-c3cccnc3)no2)c1	2.2%	2.2%	21.9%[11.4 µM]	0.1%	-4.5%	-7.3%	1.2%	-1.7%
CCC(=O)c1ccc(N2CCCCCC2)c(F)c1	1.8%	-13.8%	nt	-1.3%	?	1.4%	-17.5%	?
CC(C)CN1C(=O)C(NC(=O)C2CC2)(C(F)(F)F)C2=C1CC(C)(C)CC2=O (centres undefined)	-0.5%	-0.1%	5.9%	1.3%	0.1%	2.9%	-2.2%	5.9%
Cc1cccc(NC(=S)Nc2ccccn2)c1C	-3.0%	1.1%	-1.8%	-6.0%	4.0%	-8.4%	2.2%	?
CCCCCC(=O)Nc1ccccc1N1CCN(c2ccccc2)CC1	-0.7%	-27.3%	nt	0.4%	-15.8%	8.6%	-10.5%	-6.1%
COc1ccc(/C=N/Nc2nc(N3CCCCC3)nc(N3CCCCC3)n2)cc1[N+](=O)[O-]	-2.9%	-1.5%	-7.0%	0.6%	?	5.6%	?	-14.1%
O=C(COC(=O)c1cccc(S(=O)(=O)N2CCOCC2)c1)Nc1ccc2c(c1)OCO2	-4.5%	-2.8%	3.7%	0.4%	-10.3%	3.8%	-18.5%	-8.2%
Cc1ccc(Cl)cc1N1CCN(S(=O)(=O)c2ccc3[nH]c4c(c3c2)CCCCC4)CC1	nt	0.0%	nt	-4.5%	1.8%	1.7%	?	nt
CN1CCN(C(=O)Nc2cccc(-c3ccccc3)c2)CC1	1.5%	1.3%	12.4%	-1.3%	-8.0%	3.7%	-7.0%	nt
CCN1CCN(c2nc3c(c(=O)n(C)c(=O)n3C)n2CCSc2nccc(C)n2)CC1	-5.0%	-4.5%	-3.1%	-3.8%	-2.9%	-2.7%	4.7%	4.0%
CCOC(=O)C1=C(O)/C(=C\c2cccc(OC)c2)N=C1C	-8.9%	5.2%	5.3%	-1.7%	?	-6.4%	-7.8%	7.2%
O=C(NCc1ccccc1)c1cnsn1	?	-17.7%	2.0%	2.0%	3.1%	-10.0%	-4.5%	-2.4%
O=C(NCCNc1ccc([N+](=O)[O-])cc1C(F)(F)F)c1ccccc1	-7.5%	10.1%	-8.7%	-1.4%	?	-4.8%	-30.0%	10µM*
O=C(COCc1cc(-c2cccs2)on1)Nc1cc(Cl)ccc1O	nt	1.4%	nt	-20.5%	4.7%	-1.2%	2.4%	nt

Continued.
SMILES	GLA spleen mod	TRb SRC2 PPI	L3MBTL1 inh	TR SRC2 fluor cs	Tau fibril ThT	Tau FP inhib	Tau fluor counter	ALDH1A1 block
CCOc1ccc(NC(=O)CC2C(=O)N(c3ccccc3)C(=O)N2CCc2ccc(OC)cc2)cc1 (centres undefined)	nt	2.7%	nt	-0.5%	-8.6%	-5.2%	?	nt
O=C1CN(C(=O)COc2ccc(Cl)cc2)C(c2ccc(F)cc2)c2cc(Br)ccc2N1 (centres undefined)	nt	2.0%	nt	0.4%	-6.7%	-16.0%	-16.9%	nt
CCCC(=O)c1c[nH]c(C(=O)N2CCOCC2)c1	-2.5%	0.1%	-1.1%	1.0%	6.0%	0.8%	3.9%	?
CCc1oc(C(=O)O)cc1COC	0.4%	11.3%	?	1.1%	-1.1%	6.2%	0.5%	-7.7%
COc1ccccc1Oc1ccc(S(=O)(=O)N2CCOCC2)cc1S(=O)(=O)N1CCOCC1	-7.2%	5.6%	-0.2%	-0.2%	0.6%	0.8%	-0.6%	11.9%
CC(C)C(=O)NNC(=O)c1cc2sccc2s1	-0.8%	-9.7%	7.0%	-3.5%	-16.8%	0.6%	-15.7%	2.9%
Cc1cccc(-c2nc(CN3CCCC(C(=O)NC4CCCCCC4)C3)c(C)o2)c1 (centres undefined)	-4.5%	-3.3%	-4.1%	-0.9%	-6.2%	2.0%	0.9%	-11.8%
C/C=C/c1ccc(OCCCCOc2ccccc2F)c(OC)c1	6.5%	6.7%	133.3%[activator]	-0.8%	?	6.2%	-8.3%	?
COc1ccc(CNC(=S)NC2CCCC2)cc1	2.5%	-7.6%	-6.4%	1.6%	1.9%	-7.2%	-6.4%	11.2%
O=C(OCn1nnc2ccccc2c1=O)c1ccc2ncsc2c1	-5.0%	-0.5%	-2.3%	-1.8%	3.8%	-4.6%	-8.0%	?
Cc1cc2oc(=O)cc(CN3CCCc4ccccc43)c2cc1C	-2.5%	-1.5%	-6.6%	-3.8%	-7.6%	-7.5%	-8.5%	25.1µM*
CCOc1ccc(CCNC(=O)c2ccc(CS(=O)Cc3cccc(Cl)c3)o2)cc1 (centres undefined)	nt	-2.9%	nt	-2.1%	-16.8%	6.2%	-7.4%	nt
O=C1CC(C(=O)N(c2ccc(F)cc2)C(C(=O)NC2CCCC2)c2ccccn2)CS1 (centres undefined)	0.2%	-14.0%	-3.6%	-0.1%	11.9%	13.8%	11.5%	12.7%
O=C(CN(C(=O)CCC(=O)Nc1nccs1)c1ccc(F)c(Cl)c1)NCc1ccco1	2.1%	0.2%	-0.9%	-3.3%	-4.8%	3.9%	-2.1%	?
Cc1ccc(Cl)cc1N1CCN(C(=O)CCNS(=O)(=O)c2ccc3c(c2)CCN3C(=O)C2CC2)CC1	nt	-6.1%	nt	-7.1%	?	3.2%	-14.4%	nt
COCCNC(=S)NN=C1CCCCC1	-5.5%	-3.2%	0.4%	0.8%	6.6%	1.5%	-1.8%	?
C=CCn1c(SCC(=O)OCC)nc(C(F)(F)F)cc1=O	-7.0%	-0.6%	12.8%	6.0%	8.8%	-6.7%	11.0%	-0.4%
Brc1ccccc1-c1nc(-c2ccccc2)no1	7.7%	-3.9%	66.1%[activator]	0.5%	?	-8.9%	-18.5%	1.1%
O=C(COCc1cc(-c2ccco2)on1)Nc1cccc(Cl)c1Cl	nt	0.7%	nt	6.9%	-17.2%	0.8%	-15.8%	nt
COCCSc1nc2sc3c(c2c(=O)n1-c1ccccc1)CCN(C)C3	3.4%	2.8%	nt	3.2%	?	-11.7%	-10.7%	?
O=C1CC(Nc2ccc(N3CCOCC3)cc2)C(=O)N1CCc1ccccc1 (centres undefined)	5.4%	-21.3%	nt	-2.6%	?	3.2%	-15.6%	25.1µM*
CN(C)S(=O)(=O)N(CC(=O)NCCSc1ccccc1)c1ccccc1	nt	3.3%	nt	-8.4%	-7.9%	-2.7%	-18.5%	nt

Among those listed so far, these have an aryl thioether with sulfur outside any ring:
SMILES	GLA spleen mod	TRb SRC2 PPI	L3MBTL1 inh	TR SRC2 fluor cs	Tau fibril ThT	Tau FP inhib	Tau fluor counter	ALDH1A1 block
CCN1CCN(c2nc3c(c(=O)n(C)c(=O)n3C)n2CCSc2nccc(C)n2)CC1	-5.0%	-4.5%	-3.1%	-3.8%	-2.9%	-2.7%	4.7%	4.0%
C=CCn1c(SCC(=O)OCC)nc(C(F)(F)F)cc1=O	-7.0%	-0.6%	12.8%	6.0%	8.8%	-6.7%	11.0%	-0.4%
COCCSc1nc2sc3c(c2c(=O)n1-c1ccccc1)CCN(C)C3	3.4%	2.8%	nt	3.2%	?	-11.7%	-10.7%	?
CN(C)S(=O)(=O)N(CC(=O)NCCSc1ccccc1)c1ccccc1	nt	3.3%	nt	-8.4%	-7.9%	-2.7%	-18.5%	nt

Taken from above:
Tau fluor counter with C/C=C/c1ccc(OCCCCOc2ccccc2F)c(OC)c1 = -8.3%
Tau fluor counter with C=CCn1c(SCC(=O)OCC)nc(C(F)(F)F)cc1=O = 11.0%
